# Tn7 DDE FP: disrupts Tn7 cyclic peptide binding to fibrin D-Dimer-E complex. P02675. FP displacement of FITC-Tn7 peptide from fibrin DD(E); 0% = median of compound wells per plate. inhibition, % at 8.3 µM. actives 0.13% (n = 370,000);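 active = inhibition above the mean of compounds falling within the control limits plus 3 SD of them, cut at about 14% in these data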;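 also: 0% = plate median of compound wells and 100% = 10 µM Aha-Tn7 peptide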
# Target sequence (P02675 whole entry, looked up): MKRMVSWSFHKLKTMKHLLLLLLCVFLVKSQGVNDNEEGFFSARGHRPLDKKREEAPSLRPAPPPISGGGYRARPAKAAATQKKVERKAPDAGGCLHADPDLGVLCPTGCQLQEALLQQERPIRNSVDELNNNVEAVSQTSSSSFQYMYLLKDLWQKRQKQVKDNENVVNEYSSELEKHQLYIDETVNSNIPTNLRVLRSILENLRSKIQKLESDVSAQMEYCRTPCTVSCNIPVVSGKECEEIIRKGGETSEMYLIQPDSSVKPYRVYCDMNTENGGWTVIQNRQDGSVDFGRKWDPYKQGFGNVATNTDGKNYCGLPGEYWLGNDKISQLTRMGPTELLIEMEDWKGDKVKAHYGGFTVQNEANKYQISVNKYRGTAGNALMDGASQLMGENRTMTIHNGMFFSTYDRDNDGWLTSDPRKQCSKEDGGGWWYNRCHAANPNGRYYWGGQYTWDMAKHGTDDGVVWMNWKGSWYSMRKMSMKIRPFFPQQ
#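 Assay system: Human fibrin DD(E) protein | Medium: Tris buffer with calcium and detergent, pH 7.8 | Reagent: 0.1 µM fluorescent Tn7 | Compound dosing: Single point at 8.3 µM | Times: 10 min preincubation, 3 h with tracer, room temperature | Detection: Fluorescence polarization of the labelled Tn7 tracer | Controls: Aha-Tn7 high control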
# SIAE primary: inhibitors of human sialic acid acetylesterase SIAE; SIAE FP-Rh probe binding, fluorescence polarization; inhibition, % at 9.66 µM; actives 0.69% (n = 370,000); AID 1053197;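 active = inhibition above a cutoff: mean of compounds within the control limits plus 3 SD of those, cut at about 17% in these data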;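 also: 0% = plate median of compound wells and 100% = probe without SIAE protein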
# Target sequence (Q9HAT2 whole entry, looked up): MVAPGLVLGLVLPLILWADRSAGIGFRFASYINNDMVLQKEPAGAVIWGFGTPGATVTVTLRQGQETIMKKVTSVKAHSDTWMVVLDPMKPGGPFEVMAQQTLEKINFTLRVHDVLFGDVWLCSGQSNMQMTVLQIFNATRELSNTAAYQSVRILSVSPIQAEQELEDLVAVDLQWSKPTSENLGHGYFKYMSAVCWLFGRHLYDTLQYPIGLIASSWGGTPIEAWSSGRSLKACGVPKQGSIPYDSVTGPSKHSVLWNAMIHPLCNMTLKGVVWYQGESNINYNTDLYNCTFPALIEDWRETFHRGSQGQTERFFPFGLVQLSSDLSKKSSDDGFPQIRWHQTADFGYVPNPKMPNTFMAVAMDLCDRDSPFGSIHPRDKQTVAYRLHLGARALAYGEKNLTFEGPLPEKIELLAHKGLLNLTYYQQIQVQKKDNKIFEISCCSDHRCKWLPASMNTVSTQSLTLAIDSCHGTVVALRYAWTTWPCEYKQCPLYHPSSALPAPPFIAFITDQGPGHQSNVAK
# UHRF1 binding: UHRF1 methyl-DNA binding inhibition | Q96T88 | UHRF1 binding to methylated oligo, TR-FRET | inhibition, % at 4.4 µM | actives 0.75% (n = 370,000) | AID 687016; in the data active = inhibition above about 21%;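 also: UHRF1 SRA domain binding a hemimethylated CpG hairpin DNA probe; 0% = median of test compound wells and 100% = reference inhibitor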
# PRMT1 inh: inhibitors of human PRMT1 | Q99873 | recombinant PRMT1, activity-based probe fluorescence polarization | inhibition, % at 2.79 µM | actives 1.3% (n = 370,000) | AID 652257;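 active = inhibition above about 21% made by adding two undisclosed values, limit read from the data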
# LEDGF integ inh: blocks HIV-1 LEDGF/p75-dependent DNA integration | TR-FRET IN-LEDGF/p75 DNA integration, Eu/Cy5 | inhibition, % at 3.7 µM | AID 743269 | actives 0.64% (n = 370,000);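 active = inhibition above the screen-wide mean plus 3 SD, cut at about 13% in these data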;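 also: signal is the Cy5 over europium emission ratio at 671 and 618 nm; 0% = plate median of compound wells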
# MBD2 inh: MBD2-methylated oligo binding inhibition. Q9UBB5. AID 686964. TR-FRET, MBD2 binding to methylated oligonucleotide. actives 0.31% (n = 370,000). inhibition, % at 4.4 µM; in the data active = inhibition above about 13%
# TDP2 inh: blocks human TDP2 phosphodiesterase activity; O95551; recombinant TDP2, T5PNP hydrolysis, p-nitrophenol absorbance 415 nm; inhibition, % at 12.8 µM; actives 0.34% (n = 370,000); AID 720702;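 active = inhibition above the mean of all tested compounds plus 3 SD, set per campaign, cut at about 25% in these data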;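 also: 0% = DMSO with enzyme and 100% = buffer with substrate but no TDP2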
#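 System: recombinant human TDP2 / Amount: 120 nM TDP2 per well / Also added: 5 mM T5PNP chromogenic substrate / Doses: 12.8 µM single point, 1% DMSO / Incubation: 2 h at 37 °C / Detection: p-Nitrophenol epi absorbance / Evaluation: % inhibition relative to enzyme-containing and enzyme-free wells / Repeats: singlicate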
# TCR CD3 inh: inhibitors of human TCR-CD3 interaction; TAMRA-labeled TCR probe fluorescence, biochemical; actives 0.37% (n = 360,000); inhibition, % at 9.4 µM; in the data active = inhibition above about 19%;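 also: recombinant mutant TCR 2C K166C tagged with TAMRA read by polarization; 0% = receptor in buffer alone and 100% = receptor with positive control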
# DDE Tn6 FP inh: disrupts Tn6 cyclic peptide binding to fibrin D-Dimer-E complex. inhibition, % at 8.3 µM. P02675. actives 0.21% (n = 370,000). Fibrin DD(E) TRITC-Tn6 fluorescence polarization displacement;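 active = inhibition above a per-campaign cutoff: mean of compounds within control limits plus 3 SD, cut at about 15% in these data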;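 also: 0% = median of all compound wells on the plate and 100% = blocking peptide control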
# proKLK7 act: activates the human kallikrein-7 zymogen | P49862 | purified proKLK7, EDANS-DABCYL substrate fluorescence; 100% is mature enzyme control, 0% vehicle | activation, % at 7 µM | actives 0.9% (n = 370,000) | AID 652039;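 active = activation above the mean of all tested compounds plus 3 SD, computed per campaign excluding outliers beyond control limits, cut at about 13% in these data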
# * hit, by the source's call.
SMILES,Tn7 DDE FP,SIAE primary,UHRF1 binding,PRMT1 inh,LEDGF integ inh,MBD2 inh,TDP2 inh,TCR CD3 inh,DDE Tn6 FP inh,proKLK7 act
CC(=O)c1ccc(NC(=S)NCc2cccnc2)cc1,-6,8,-3,-1,1,-3,2,3,-3,0.5
CNC(=O)Cn1c(C)cc(=O)c2cccc(OC)c21,-3,3,-1,-1,4,-6,2,5,-4,9.5
COc1ccc(OC)c(S(=O)(=O)N2CCC(C(=O)Nc3ccccc3)CC2)c1,-9,-6,11,6,-3,0,-4,2,0,-0.1
Cc1ccccc1NC(=O)N1CCNC(=O)C1CC(=O)Nc1cc(Cl)ccc1Cl (stereo not drawn),5,-1,0,0,-5,0,-8,3,-2,0.5
COc1ccc(CCNC(=O)Cn2nnc(C(=O)Nc3ccc(Br)cc3)c2N)cc1OC,1,-10,-2,-1,2,4,-4,12,3,-0.1
O=C(CNCc1ccco1)Nc1ccc(Oc2ccccc2)cc1,-4,-8,0,4,1,-2,0,2,-2,-0.2
CCOC1=C2[C@@H](CN(S(=O)(=O)c3ccc(C)cc3)[C@H]2c2ccccc2F)[C@H]2C(=O)N(CC)C(=O)[C@H]2C1,1,-5,4,-2,3,1,-2,-1,1,0.0
Cc1ccc(C)c(CSC2=NCCN2C(=O)c2cccs2)c1,-4,0,4,-12,5,-3,-20,-4,-2,0.0
NS(=O)(=O)c1ccc(CCNc2ccn3nc(-c4cccc(C(F)(F)F)c4)cc3n2)cc1,6,-6,0,2,-3,2,-8,-7,0,0.8
COc1ccccc1NC(=O)N(Cc1ccco1)Cc1cc2cc(C)cc(C)c2[nH]c1=O,-10,-4,-1,-3,-1,1,3,-5,-5,-0.5
Cc1ccsc1C(=O)N1CCC(CO)(Cc2ccccc2)CC1,-3,-8,0,4,-2,2,1,-7,4,0.4
CCOc1cc(/C=C/c2ccc3cccc([N+](=O)[O-])c3n2)ccc1OCC(=O)N(C)C,4,-6,-2,0,1,4,-3,-7,-8,-0.1
O=C(N[C@@H](c1ccccc1)[C@@H]1C[C@H]1C(=O)O)OCc1ccccc1,0,-3,0,1,-4,-2,3,11,4,0.7
O=c1cc(-c2ccc(O)cc2)oc2c([C@@H]3O[C@H](CO)[C@@H](O)[C@H](O)[C@H]3O)c(O)c([C@@H]3O[C@H](CO)[C@@H](O)[C@H](O)[C@H]3O)c(O)c12,1,0,-4,-3,-3,-2,5,0,-1,-1.6
CCCCC(=O)Nc1ccc2c(c1)nc(CCNC(=O)c1ccco1)n2C,-2,-2,0,0,0,0,0,5,4,0.2
CC(O)CNC12CC3CC(CC(C3)C1)C2 (stereo not drawn),0,1,0,-1,-5,1,-7,-6,-6,0.9
CC1CCC2C(=O)N(c3ccc(S(=O)(=O)c4ccccc4)cc3)C(=O)C2C1 (stereo not drawn),-5,-8,0,45*,-2,-1,2,2,-3,0.1
CC(C)(C)Nc1nc(NN)nc(NC(C)(C)C)n1,9,-1,-1,2,7,5,-1,-2,-1,-0.4
COC(=O)c1ccccc1NS(=O)(=O)c1ccc(NC(C)=O)cc1,2,-2,0,-2,-1,1,-6,8,-9,0.3
O=C(Cc1ccc(-n2c(=O)c3sccc3n(CC(=O)Nc3ccccc3F)c2=O)cc1)NCc1ccco1,-3,-43,-3,1,0,-7,15,3,-3,0.4

# Entries of single compounds from above. Screens in order: Tn7 DDE FP | SIAE primary | UHRF1 binding | PRMT1 inh | LEDGF integ inh | MBD2 inh | TDP2 inh | TCR CD3 inh | DDE Tn6 FP inh | proKLK7 act
# `O=C(N[C@@H](c1ccccc1)[C@@H]1C[C@H]1C(=O)O)OCc1ccccc1` reads 0 | -3 | 0 | 1 | -4 | -2 | 3 | 11 | 4 | 0.7
# `Cc1ccsc1C(=O)N1CCC(CO)(Cc2ccccc2)CC1` reads -3 | -8 | 0 | 4 | -2 | 2 | 1 | -7 | 4 | 0.4
# `COC(=O)c1ccccc1NS(=O)(=O)c1ccc(NC(C)=O)cc1` reads 2 | -2 | 0 | -2 | -1 | 1 | -6 | 8 | -9 | 0.3
# `CC(O)CNC12CC3CC(CC(C3)C1)C2` (stereo not drawn) reads 0 | 1 | 0 | -1 | -5 | 1 | -7 | -6 | -6 | 0.9

# The list goes on:
SMILES,Tn7 DDE FP,SIAE primary,UHRF1 binding,PRMT1 inh,LEDGF integ inh,MBD2 inh,TDP2 inh,TCR CD3 inh,DDE Tn6 FP inh,proKLK7 act
CCc1ccccc1NC1Nc2cc(C)nn2S1 (stereo not drawn),7,-2,0,11,-5,-1,4,-3,3,-0.1
CC(=O)NC(CC(=O)OCC(=O)Nc1cc(S(=O)(=O)N2CCCCC2)ccc1C)c1ccccc1 (stereo not drawn),5,-2,1,-3,3,4,-1,-1,1,0.4
Cc1cc(C)nc(N/N=C/c2cn[nH]c2-c2ccccc2)n1,1,3,1,5,-5,0,-1,-2,0,0.4
O=c1oc2ccccc2cc1-c1cn2cccnc2n1,2,3,-7,3,1,-7,-8,4,4,-4.2
[O-][N+](=Cc1ccccc1)CC1(O)CCCCC1,-9,-2,2,-3,-1,-7,-4,4,4,0.2
Cc1ccc(-n2nc3c(c2NC(=O)c2cccs2)CS(=O)(=O)C3)cc1,7,-1,-2,1,-2,-4,-11,7,0,0.3
Cc1nc(C)c(NC(=O)OC(C)C)cc1NC(=O)OC(C)C,-6,-2,6,1,-6,-2,-10,-5,1,-0.7
CC(C)(C)C1CCc2sc(C(=O)NNC(=O)CCl)cc2C1 (stereo not drawn),1,-3,-1,0,0,2,7,-1,1,0.9
O=C(Nc1ccccc1Sc1ccccc1)c1ccccc1,-1,-5,-2,-1,0,-3,4,8,-7,0.1
Cc1ccc(-c2csc(N(CCO)CCCn3c(C(F)(F)F)nc4ccccc43)n2)cc1,2,-13,2,2,3,-3,-4,-6,-1,0.5
CCOC(=O)Cc1n[nH]c(=O)c2ccccc12,-1,2,1,-2,1,2,3,2,-6,-0.1
CCc1nc2c(OC)cccn2c1N(C)C(=O)c1ccccc1F,-2,3,-5,1,-2,1,2,6,5,-0.2
CC(=O)C[C@@H](O)CC(=O)[C@H]1OC(=O)[C@H](C)CCCCc2ccccc21,-2,5,0,1,0,-2,-9,3,4,0.8
Cc1ccc(-c2csc(/C=C3\SC(C)C(=O)N3CC(=O)Nc3ccccc3F)n2)cc1 (stereo not drawn),-4,10,0,-4,1,-2,12,-7,-15,-0.4
COc1ccc(C(=O)OC(C)C(=O)Nc2cc(C(F)(F)F)ccc2Cl)c(OC)c1OC (stereo not drawn),10,-4,1,0,-1,0,4,5,3,0.6
Cc1ccc(C(=O)N2CCN(c3ccccc3)CC2)cc1C,5,0,-2,-2,-4,-1,-5,4,-2,0.0
CCOc1ccc(-c2nnc(SCc3nnc(-c4ccccc4)o3)n2-c2ccccc2F)cc1,-2,-3,17,0,0,4,1,-2,5,-0.1
COc1cccc(N2C(N)=NC(N)=NC2(C)C)c1,-1,7,0,-1,1,-2,3,-4,1,0.0
CCN(CC)CCCn1c(C)cc2c(c1=O)C(c1cc(OC)c(OC)cc1OC)C(C#N)=C(N)O2 (stereo not drawn),1,-2,0,-4,1,-3,1,9,-1,0.2
CCOC(=O)N1CCN(S(=O)(=O)c2cc(Br)cc3c2N(C(C)=O)C(C)C3)CC1 (stereo not drawn),-2,8,3,1,1,6,5,-13,-5,0.0
CCc1nnc(NS(=O)(=O)c2ccc(NC(=O)c3cc(Cl)ccc3Cl)cc2)s1,-7,0,-1,1,2,-5,-8,8,-6,-0.7
CCc1cccc(NC(=O)CCS(=O)(=O)c2ccc(Br)cc2)c1,5,-4,17,0,-2,5,-18,5,7,-0.8
COc1ccc(CCCC(=O)Nc2ccccc2F)cc1,1,-8,4,4,-4,6,-2,1,4,-0.2
O=c1ccc(-c2ccc(S(=O)(=O)Nc3ccccc3)o2)n[nH]1,-5,0,-3,1,2,1,10,4,-3,0.0
O=C(O)c1ccc(NS(=O)(=O)c2cccc3cccnc23)cc1,3,1,-2,-2,-1,4,7,4,-2,0.3
Cc1ccccc1C(=O)N1CCN(c2ccc(NC(=O)c3ccco3)cc2)CC1,3,12,-1,1,-2,-3,-4,8,6,-0.3
CCc1ccccc1NC(=O)C1CCCN1C(=O)NCc1ccccc1 (stereo not drawn),1,-1,4,0,-4,-2,-9,-1,1,-0.2
Cn1nc(-c2ccc(Cl)cc2)cc1NC(=O)CC(C)(C)CC(=O)O,0,5,-2,0,-4,1,1,-5,0,-0.2
O=C(NC1CCCCC1)N1CCC(n2c(=O)[nH]c3ccccc32)CC1,-1,-4,1,8,-1,10,10,-10,1,0.2
Cc1nc([N+](=O)[O-])cn1CC(=O)c1ccc(Cl)cc1,2,2,0,6,-8,-6,-6,-1,1,0.4
COc1cccc2cc(CC(=O)c3ccccc3)c(=O)oc12,2,-13,0,3,-3,3,-12,-4,-1,-0.6
COc1cc(OC)cc(-c2n[nH]c(=S)n2-c2ccc3c(c2)OCO3)c1,-4,5,-3,3,4,-6,1,3,5,-0.4
Cc1cc(SCC(=O)NC(=O)NCc2ccco2)nc2ccccc12,5,-6,-2,5,2,-1,6,3,-2,0.3
COc1ccc([N+](=O)[O-])cc1NC1CCN(C(=O)c2cccs2)CC1,4,10,-2,2,1,-1,-6,-3,4,0.0
COc1ncccc1-c1cc2nc(NCCNC(C)=O)n(C)c(=O)c2s1,1,-23,3,-6,1,-4,-1,8,-5,0.7
Cc1ccc(-n2ncc3c(=O)n(CC(=O)NC4CCCCC4)cnc32)cc1C,2,-3,0,-3,-2,4,10,4,-3,-0.2
O=c1cc(CSc2nc3ccccc3[nH]2)c2ccccc2[nH]1,4,-3,-2,-2,-2,-4,-12,5,-1,-0.5
CCOC(=O)CSc1ncnc2c1cnn2-c1ccc(C)cc1,0,-2,2,3,2,1,5,-9,8,0.4
O=C(NC(=S)Nc1ccc2[nH]ncc2c1)c1ccccc1,-9,-9,0,0,-1,-1,3,4,-3,0.2
CC(C)(C)c1cc(NC(=O)COc2ccc(Br)cc2)n(-c2ccccc2)n1,-5,-4,-4,-1,3,-6,-15,1,-3,0.8
CN(C)c1ccc(NC(=S)c2ccccn2)cc1,-8,6,-2,3,0,-10,-7,-1,2,-0.5
C=CCn1c(=O)c2ccc(C(=O)NCc3ccccc3)cc2n(Cc2ccccc2Cl)c1=O,7,-3,-2,0,-4,5,6,6,3,0.1
CCC(c1nnnn1-c1c(C)cccc1C)N1CCN(c2cccc(C(F)(F)F)n2)CC1 (stereo not drawn),-3,-3,1,5,-3,-1,-8,-5,5,-0.5
Cc1ccc2c(c1)C1CN(C)CCC1N2S(=O)(=O)c1ccc(C#N)cc1 (stereo not drawn),9,-3,5,-6,2,-4,-4,-2,3,1.1
Cc1ccc(Cn2cccc(NC(=O)NCc3ccccc3)c2=O)cc1,-2,-2,3,5,-2,6,-3,-9,2,-0.6
CN(Cc1cnn(C)c1)C(=O)C1CCC(=O)N(Cc2ccc(Cl)cc2)C1 (stereo not drawn),3,-4,-1,1,0,0,1,6,1,-0.5
